High-throughput results deposited in PubChem BioAssay by National Center for Advancing Translational Sciences (NCATS).
Vif-APOBEC3F blk = inhibitors of Vif-A3F interaction | HeLa A3F-eYFP + Vif (tagged APOBEC3F with the HIV-1 protein that degrades it), YFP fluorescence increase | Potency, µM (series often up to 46.1 µM), inactives show at the top dose activity, negative = active | 390,000 compounds, 0.2% hits | AID 602313; also: potency is read from the fitted curve at half-maximal effect; % of control where 0% means no effect; nearly all actives have a fitted effect of over 65% in size
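Fluorescence increase (Ex 488/Em 500-530) after overnight compound treatment at 37 deg C flags inhibition of Vif-driven A3F-eYFP loss in stable HeLa A3F-eYFP/Vif cells seeded overnight beforehand.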
LDHA block = LDHA (human) enzyme inhibition. purified LDHA, NADH/diaphorase-resazurin fluorescence; hits give low values. activity change, % (values are at about 110 or 230 µM). 480,000 compounds, 0.15% hits; in the data active = activity change below about -30%; inconclusive = mostly about -25% to -30%;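 also: plate controls were DMSO wells for no effect and wells without enzyme for full effect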
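Remaining NADH was detected by diaphorase (0.133 mg/mL) converting 37 µM resazurin to fluorescent resorufin, read at 0 and 20 minutes. The preceding 5-minute room-temperature reaction used 2 nM LDHA, 0.2 mM sodium pyruvate and 0.06 mM NADH at pH 7.4.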
D2 PAM = positively modulates the human D2 dopamine receptor allosterically. P14416. AID 485347. potentiation, % at 10 µM. 340,000 compounds, 0.34% hits. HEK293 T-REx D2, calcium flux, EC20 dopamine potentiation;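 active = potentiation over 3 SD above the plate norm, cut at about 30% in these data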; also: 0% is about no effect
Target sequence (P14416 whole entry, looked up): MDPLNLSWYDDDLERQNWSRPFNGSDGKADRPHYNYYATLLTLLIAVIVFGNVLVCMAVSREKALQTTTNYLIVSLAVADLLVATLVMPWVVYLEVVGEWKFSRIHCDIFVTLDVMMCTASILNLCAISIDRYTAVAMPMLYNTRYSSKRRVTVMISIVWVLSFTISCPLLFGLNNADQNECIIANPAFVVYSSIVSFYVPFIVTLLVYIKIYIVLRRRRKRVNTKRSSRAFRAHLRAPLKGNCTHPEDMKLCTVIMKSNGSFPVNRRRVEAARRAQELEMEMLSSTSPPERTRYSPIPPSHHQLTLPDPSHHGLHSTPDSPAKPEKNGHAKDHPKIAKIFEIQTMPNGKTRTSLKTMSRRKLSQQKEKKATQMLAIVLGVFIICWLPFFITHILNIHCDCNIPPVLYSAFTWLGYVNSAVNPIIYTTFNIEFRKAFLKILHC
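Tetracycline-induced HEK293 T-REx cells force-coupled to calcium signalling expressed D2; compounds were pin-added after a 10 s baseline, read kinetically 180 s, then an EC20 dopamine challenge followed with a further 180 s calcium read.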
D1 antag = blocks dopamine activation of the human D1 receptor | AID 504652 | HEK293 TREx D1 cells, calcium flux, dopamine EC80; hits give low values | 360,000 compounds, 3.2% hits | activity change, negative = inhibition, % at 10 µM; in the data active = activity change below about -30%; also: % is scaled to controls: 0 for no effect and ±100 for the full control effect
Target sequence (P21728 whole entry, looked up): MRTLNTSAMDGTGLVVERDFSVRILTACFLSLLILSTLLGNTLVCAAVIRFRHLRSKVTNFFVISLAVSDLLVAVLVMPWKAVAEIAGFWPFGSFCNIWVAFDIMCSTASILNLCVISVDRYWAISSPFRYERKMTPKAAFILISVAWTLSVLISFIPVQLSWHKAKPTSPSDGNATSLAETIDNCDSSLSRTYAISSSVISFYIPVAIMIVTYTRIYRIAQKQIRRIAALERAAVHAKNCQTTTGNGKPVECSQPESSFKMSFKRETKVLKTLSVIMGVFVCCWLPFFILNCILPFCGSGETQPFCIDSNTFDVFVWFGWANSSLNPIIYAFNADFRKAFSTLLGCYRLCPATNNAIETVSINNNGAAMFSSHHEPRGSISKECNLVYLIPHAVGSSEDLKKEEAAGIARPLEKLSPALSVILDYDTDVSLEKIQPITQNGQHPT
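Cells carrying a force-coupled, tetracycline-inducible human D1 receptor report calcium flux. Each well gets a 10 s baseline, compound with 180 s monitoring, then an EC80 dopamine stimulus with a second 180 s kinetic read.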
RXFP1 agonist = agonists of human relaxin receptor RXFP1; HEK293T-RXFP1 cAMP TR-FRET, 30 min; response scale: percent of porcine relaxin response, buffer zero; Potency, µM (top dose mostly 57.5 µM), for the others: at the top dose activation, actives largely listed as activators; 370,000 compounds, 0.3% hits; Q9HBX9; also: potency is read from the fitted curve at half-maximal effect; % is scaled to controls: 0 for no effect and ±100 for the full control effect; nearly all actives have a fitted effect of over 60% in size; many of its hits are not listed in these tables
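cAMP rise read by TR-FRET after 30 min, 37C compound exposure (up to 58 uM) in RXFP1-transfected HEK293 cells with Ro 20174 present. EC50 from Hill-equation fits, with 29 nM porcine relaxin as 100% and buffer as basal.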
D1 ag = human D1 receptor agonism; P21728; HEK293 T-REx D1 cells, calcium flux, agonist mode; activation, % at 2 µM; 360,000 compounds, 1% hits; AID 504660; in the data active = activation above about 30%; also: 0% is about no effect
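Tetracycline-induced HEK293 TREx D1 cells, force-coupled to calcium signalling, were dye-loaded with a no-wash calcium kit. Compound was pin-added after a 10 s baseline. Fluorescence was read kinetically at 1 cycle/s for 180 s, with calcium rises flagged as agonism.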
Vif-APOBEC3G blk = inhibitors of Vif-APOBEC3G interaction; Q9HC16; HeLa A3G-eYFP + Vif (tagged APOBEC3G with the HIV-1 protein that degrades it), YFP fluorescence, overnight; Potency, µM (doses to about 46.1 µM), without a hit: top-dose activity, negative = active, hits mostly inhibitors; 410,000 compounds, 0.076% hits; AID 602310;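 also: potency is read from the fitted curve at half-maximal effect; % is scaled to controls: 0 for no effect and ±100 for the full control effect; nearly all actives have a fitted effect of over 60% in size; hits raise eYFP signal because A3G escapes Vif-driven loss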
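HeLa cells stably expressing Vif and C-terminally eYFP-tagged A3G, seeded overnight at 37 deg C, then exposed to compound by pintool overnight at 37 deg C. Rise in yellow fluorescence (Ex 488/Em 500-530, Acumen) marks blocked Vif-driven A3G degradation.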
Glioma ERSR ind = induces the endoplasmic reticulum stress response in human glioma cells; U87-MG GRP78 promoter luciferase reporter, 16 h; Potency, µM, for inactives: top-dose activation, usual class: activators; 420,000 compounds, 0.02% hits; also: potency is read from the fitted curve at half-maximal effect; series mostly up to about 76 µM; % of control where 0% means no effect; nearly all actives have a fitted effect of over 35% in size
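Stably transfected U87-MG human glioma cells carrying a GRP78-based luminescent sensor were seeded at 1000 cells/well, pin-dosed with compounds and incubated 16 h. Luciferase reagent was then added, and end-point luminescence was read after 10 min at room temperature.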
D1 potentiator = human D1 dopamine receptor positive modulation | P21728 | 360,000 compounds, 0.036% hits | HEK293 TREx D1 cells, calcium flux, dopamine EC20 potentiation | potentiation, % at 10 µM; in the data active = potentiation above about 30%; also: 0% is about no effect
The depositor's hits bear a star; ? = inconclusive; . = not tested or not shown; & = joins results of further samples. Unless noted, calls follow the shape of the dose curve; as a rule, active = well fitted curve in the direction sought with a large enough effect; inconclusive = small, poorly fitted or top-dose-only effect, or another doubt; inactive = no such curve, though single readings can be large; an effect the other way counts as inactive or inconclusive. An excerpt. The share of hits here may be higher or lower than overall.

SMILES | Vif-APOBEC3F blk | LDHA block | D2 PAM | D1 antag | RXFP1 agonist | D1 ag | Vif-APOBEC3G blk | Glioma ERSR ind | D1 potentiator
COC(=O)c1ccc2c(c1)NC(=O)C1CCCN21 (configuration not stated) | -9% | 4 | . | . | . | . | -3% | -2% | .
Cc1c(NC(=O)CSc2nnc(-c3cccc(Cl)c3)o2)c(=O)n(-c2ccccc2)n1C | 1% | -6 | -8 | 20 | 1.1% | 3 | 2% | 1% | -8
Cc1cccc(S(=O)(=O)N2CN(Cc3ccco3)c3nc4ccccc4nc32)c1 | 0% | -3 | 6 | 29 | 4.5% | 0 | -7% | -1% | -3
Cc1nc2ccccc2c(=O)n1NC(=O)c1cccc(Cl)c1 | -2% | -10 | -14 | 2 | -3.3% | 0 | -6% | -2% | 0
Cc1nc(C(=O)N2CCC(n3nccc3NC(=O)Nc3ccccc3Cl)CC2)cs1 | -3% | -2 | 13 | 0 | 0.0% | 4 | 1% | 1% | -5
CN(C)CCNC(=O)c1onc(CSc2nc3ccccc3[nH]2)c1C(=O)NCCN(C)C | 3% | -1 | -9 | -3 | -0.9% | 3 | 3% | -1% | -1
O=C(Nc1ccc(Nc2ccccc2)cc1)c1ccccc1 | -2% | 1 | . | . | . | . | -23% | 10% | .
CCN(CC)S(=O)(=O)c1ccc(-c2cn3ccc(C)cc3n2)cc1 | -10% | -1 | 12 | -4 | 3.0% | 0 | 3% | 1% | -12
CC(=O)N1c2ccc(S(=O)(=O)N(C)CC(=O)NCc3ccc(C)cc3)cc2CC1C (configuration not stated) | -12% | -3 | -3 | -9 | 0.4% | 1 | 0% | -5% | 15
CC(C(=O)O)N1C(=O)CSc2ncccc21 (configuration not stated) | -17% | 0 | -1 | -14 | -0.5% | 4 | 0% | -1% | -3
Cc1cc(C)cc(-n2nnc(-c3nc(-c4ccc5c(c4)OCO5)no3)c2C)c1 | 6% | -3 | 3 | -8 | -1.9% | 1 | -5% | 1% | -2
Cc1ccc(CNS(=O)(=O)c2ccc3c(c2)CC(C)N3C(=O)C2CCC2)cc1 (configuration not stated) | 1% | 1 | 8 | -9 | 3.4% | 8 | 5% | 1% | -1
Cc1onc(-c2c(Cl)cccc2Cl)c1C(=O)N1CCCCC1 | 3% | 5 | -11 | -16 | 1.6% | 7 | 5% | -4% | 3
CO[C@@]1(NC(=O)Cc2cccs2)C(=O)N2C(C(=O)O)=C(COC(N)=O)CS[C@@H]21 | 2% | -4 | -7 | 17 | 2.0% | 1 | 1% | -4%&-2% | 1
C=C(C)c1cccc(C(C)(C)NC(=O)N2CCN(C/C=C/c3ccccc3)CC2)c1 | 0% | 2 | 6 | 5 | -0.2% | 12 | -2% | -8% | -6
NC(=O)NS(=O)(=O)Oc1ccccc1 | 7% | -4 | 2 | -17 | -0.4% | 4 | -1% | 2% | 3
O=C(COc1cccc(C(F)(F)F)c1)NCCCN1CCCC1=O | -6% | -1 | 2 | 3 | 1.9% | 1 | 1% | -4% | 3
Cc1c(Cl)cccc1NC(=S)NCCc1ccccn1 | 5% | -7 | -3 | 1 | 0.3% | 5 | -1% | 0% | -10
COc1ccc(Cn2nnc3ccccc32)cc1 | 1% | -1 | 10 | -5 | 1.8% | 4 | 0% | -3% | -5
COc1ccc(N(Cc2ccccc2)C(=O)c2ccccc2[N+](=O)[O-])cc1 | 2% | -2 | 7 | -20 | -0.6% | 25 | -2% | -2% | -4
COc1ccc(S(=O)(=O)N2CCN(C3CCN(Cc4ccccc4)CC3)CC2)cc1 | 6% | -5 | -4 | -5 | 1.7% | 3 | 0% | -4% | -2
CC(C)Oc1cccc(C(=O)Nc2ccc3oc(-c4ccccc4)nc3c2)c1 | -1% | 0 | -9 | -9 | 2.5% | 8 | -5% | -2% | 0
CSCCOC(=O)C1=C(C)NC(=O)CC1c1ccccc1Cl (configuration not stated) | 2% | 1 | 1 | -19 | 1.6% | 4 | -6% | -7% | 1
COc1ccccc1CC(=O)N1CCN(c2ccccn2)CC1 | -3% | -6 | 22 | -14 | -0.6% | 6 | -2% | 1% | -5
O=C(Nc1oc2ccc(Cl)cc2c(=O)c1-c1ccc(F)cc1)c1ccco1 | 0% | -1 | 3 | -10 | 1.4% | -1 | 1% | -2% | -4
CC(C)(C)C(=O)Nc1ccccc1C(=O)NCCCn1ccnc1 | -4% | -9 | -2 | 8 | 2.7% | 1 | 1% | -3% | 8
Nc1nnc(SCC(=O)NC2CCCC2)s1 | 6% | -4 | -10 | 2 | 0.5% | -1 | 0% | 1% | -1
COc1ccc(N2CCN(c3ncnc4nc[nH]c34)CC2)cc1 | 0% | -1 | -4 | 3 | 9.3% | 3 | 1% | -2% | -6
CCOC(=O)c1cccc(NC(=O)C2CCCN(S(=O)(=O)c3c(C)n[nH]c3C)C2)c1 (configuration not stated) | 0% | -5 | -13 | 8 | -1.2% | 2 | 0% | -6% | -7
Cc1cc(C)n(CCNS(=O)(=O)c2ccc(C)c(C)c2)n1 | 3% | -5 | . | -5 | -2.0% | 3 | 1% | -6% | -6
Cc1cc2nnc(SCC(=O)Nc3ccc(F)c(Cl)c3)n2c2ccccc12 | 0% | -11 | 3 | -3 | ? | -2 | -1% | -3% | 5
Cc1cc(NC(=O)CSc2nc3ccccc3n2CC(=O)N2CCC(C)CC2)no1 | 0% | -5 | 3 | -10 | -0.3% | -1 | 1% | -2% | 0
Cc1nnc(SCC(=O)NCC(=O)Nc2ccc(F)c(F)c2F)n1Cc1ccccc1 | 1% | -9 | -1 | -3 | 0.6% | 3 | 1% | -3% | 1
CCN(C(=O)Cc1c(C(=O)O)c(C)cn1C)c1cccc(Cl)c1 | 0% | -2 | . | 18 | 1.3% | 10 | 2% | 7% | -3
COc1ccc(-c2c(-c3cccc(C)c3)oc3ccc(-c4ccc5c(c4)OCO5)cc23)cn1 | -1% | 0 | . | . | . | . | 0% | -2% | .
COc1cccc(/C=N/n2c(COc3ccccc3)n[nH]c2=S)c1 | 8% | -6 | 8 | -11 | 7.5% | 1 | 2% | -1% | 2
CN(C(=O)COc1ccccc1)c1nnc(-c2ccncc2)s1 | . | -2 | 6 | 12 | -1.9% | -3 | 0% | -4% | 2
Cc1cccc(Oc2coc3cc(O)ccc3c2=O)c1 | 11% | -5&-4 | 10 | -15 | -1.6% | 5 | -10% | 6% | 2
O=C(O)CN1C(=O)C=CC1=O | -4% | -7 | . | . | . | . | -3% | -3% | .
CCc1ccccc1N(C)S(=O)(=O)c1ccc2[nH]cc(C(=O)N3CCc4ccccc43)c(=O)c2c1 | -11% | -12 | 3 | -9 | 9.1% | 4 | 1% | -1% | -4
CCCn1c(N)c(N(CCOC)C(=O)c2cccc(C(F)(F)F)c2)c(=O)[nH]c1=O | 2% | -9 | 2 | -8 | 0.8% | 2 | -1% | -4% | 4
COc1ccc(OCCSc2nnc(CCNC(=O)c3ccc(OC)cc3)n2C)cc1 | 4% | -8 | 11 | 8 | 3.0% | 1 | -2% | 6% | -8
C=CCOC(=O)C1=C[C@@H](c2ccc(C(F)(F)F)cc2)[C@H](CCCO)[C@@H](OCC)O1 | 7% | 1 | 2 | -8 | 0.5% | -6 | 2% | -3% | 4
COc1ccc(-c2csc(/C(C#N)=C\c3ccc(O)c([N+](=O)[O-])c3)n2)cc1OC | -15% | -5 | . | 5 | 0.2% | 7 | 0% | -7% | -3
CC(C)NS(=O)(=O)c1ccc(NC(=O)CCc2ccccc2)cc1 | -8% | -1 | -14 | 4 | 1.4% | 4 | 0% | -2% | -5
Cc1ccc(-c2cc(C#N)c(=O)n(Cc3c(Cl)cccc3Cl)c2)cc1 | ? | -16 | . | 8 | 3.7% | 0 | 0% | -2% | 1
CC1CCCC(C)N1CCCNC(=O)Cn1ncc2c3ccccc3n(C)c2c1=O (configuration not stated) | 1% | -2 | 2 | 9 | 6.0% | 1 | -1% | -3% | 2
COc1ccc(C(=O)CC(=O)C(=O)Nc2ccccc2)cc1 | 3% | 4 | 2 | -4 | 0.4% | 1 | 1% | 2% | -11
CCOc1nsc(OCC)n1 | -15% | -3 | 4 | 9 | 5.0% | 2 | 4% | -4% | -3
c1ccc(N2CCOCCOCCOCCOCC2)cc1 | 3% | -1 | -1 | -23 | 2.6% | 0 | -1% | -7% | -4
CCN(CC)c1ccc(C(=O)OCC(=O)NCC2CCCO2)cc1 (configuration not stated) | 0% | 0 | 6 | -7 | 0.6% | 3 | 0% | -4% | 2
CCOc1cc(/C=N/NC(=O)c2cccs2)ccc1OC(=O)N1CCOCC1 | -9% | -6 | 6 | -5 | 0.0% | 1 | 1% | 6% | -3
COc1ccc([C@H]2CN(c3ccc(OC)cc3)C(=O)[C@@H]2CC(=O)Nc2ccccc2)cc1 | 6% | 5 | . | . | . | . | -2% | 1% | .
CS(=O)(=O)N1CCN(c2ccccc2[N+](=O)[O-])CC1 | 3% | -11 | 2 | 34 | -1.4% | 0 | -1% | -4% | 3
CCCS(=O)(=O)N1CCN(CCN2C(=O)c3cccc4cccc(c34)C2=O)CC1 | -3% | -15 | 10 | -2 | 3.8% | 0 | 2% | 10% | 0
CCOC(=O)C1(Cc2cccc(OC)c2)CCN(Cc2cccnc2)CC1 | 3% | -8 | -4 | 8 | 0.5% | 1 | -4% | -4% | 0

Record cards, as listed above. Order of values: Vif-APOBEC3F blk | LDHA block | D2 PAM | D1 antag | RXFP1 agonist | D1 ag | Vif-APOBEC3G blk | Glioma ERSR ind | D1 potentiator
COc1ccc(C(=O)CC(=O)C(=O)Nc2ccccc2)cc1 in the list: 3% | 4 | 2 | -4 | 0.4% | 1 | 1% | 2% | -11
CCOC(=O)C1(Cc2cccc(OC)c2)CCN(Cc2cccnc2)CC1 in the list: 3% | -8 | -4 | 8 | 0.5% | 1 | -4% | -4% | 0
